Source: PubChem BioAssay (several laboratories)
GAA850 FXN act – FXN promoter activators, primary screen, cell-based, luciferase luminescence, HEK293 lucGAA850 | activation, % at 6 µM | HEK293 lucGAA850 FXN promoter luciferase reporter, 24 h; percent of 10 µM SAHA response | actives 0.56% (n = 360,000) | AID 540364, 2011;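 active = activation above the average of all compounds screened plus 3 SD, cutoff fixed separately per campaign, cut at about 7.5% in these data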;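 also: 0% = DMSO wells and 100% = 10 µM SAHA wells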
NR1D1 modulator – modulators of Rev-erb alpha DNA binding, primary screen, biochemical, FITC-DNA, fluorescence polarization, uHTS. Nuclear receptor subfamily 1 group D member 1 (Homo sapiens), P20393. Rev-erbα–FITC-DNA binding, 90 min. activity, % at 10 µM. actives 0.79% (n = 370,000). AID 1259318, 2017;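 active = activity above about 14%, limit read from the data; passing the limit was not always enough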;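 also: 0% = DMSO wells with 35 nM protein and 100% = DMSO wells with 750 nM protein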
sPLA2-III inh – human group III sPLA2 inhibitors, primary screen, biochemical, QFRET, BODIPY PC-A2 liposome substrate; inhibition, % at 12.2 µM; AID 743126, 2013; QFRET BODIPY PC-A2 liposome hydrolysis, fluorescence; actives 0.56% (n = 370,000);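 active = inhibition above mean plus 3 SD of compounds lying within the high and low control bounds, cut at about 19% in these data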;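 also: 0% = median of test compound wells and 100% = no enzyme DMSO wells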
Target sequence (Q9NZ20 whole entry, looked up): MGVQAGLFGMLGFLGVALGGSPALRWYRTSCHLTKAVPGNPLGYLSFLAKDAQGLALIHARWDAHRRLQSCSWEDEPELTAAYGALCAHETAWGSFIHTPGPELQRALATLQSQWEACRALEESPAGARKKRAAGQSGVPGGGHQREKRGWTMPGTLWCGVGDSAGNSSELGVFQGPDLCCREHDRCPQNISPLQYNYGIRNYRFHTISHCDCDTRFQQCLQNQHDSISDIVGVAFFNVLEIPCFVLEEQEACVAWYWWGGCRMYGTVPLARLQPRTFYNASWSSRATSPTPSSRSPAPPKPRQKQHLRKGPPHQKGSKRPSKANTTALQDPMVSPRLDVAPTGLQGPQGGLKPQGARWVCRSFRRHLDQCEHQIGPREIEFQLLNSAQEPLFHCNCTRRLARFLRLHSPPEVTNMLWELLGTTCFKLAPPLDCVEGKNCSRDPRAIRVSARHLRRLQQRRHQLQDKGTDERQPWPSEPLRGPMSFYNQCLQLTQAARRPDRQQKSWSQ
PG9 Ab binder – binders of HIV-1 gp120 antibody PG9, primary screen, biochemical, TR-FRET; HIV-1 gp120 / PG9 antibody interaction; TR-FRET gp120-PG9 antibody binding; inhibition, % at 6.7 µM; actives 0.43% (n = 360,000); in the data active = inhibition above about 8.5%
hgDAF-12 ag – H. glycines DAF-12 receptor agonists, primary screen, cell-based, luminescence, HEK293, GAL4 fusion, UAS-luciferase; activation, % at 6.8 µM; HEK293 GAL4-hgDAF12 UAS-luciferase reporter, agonist luminescence; normalized to butyrate control; Nuclear hormone receptor DAF-12 (Heterodera glycines), GAL4 fusion; actives 1.8% (n = 370,000);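 active = activation above a cutoff set at the mean of all screened compounds plus 3 SD, cut at about 10% in these data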;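 also: 0% = DMSO wells and 100% = sodium butyrate wells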
PLCb3 inh – human PLC-beta3 inhibitors, primary screen, biochemical, fluorescence; AID 720704, 2013; 1-phosphatidylinositol 4,5-bisphosphate phosphodiesterase beta-3 (Homo sapiens), Q01970; actives 0.18% (n = 370,000); inhibition, % at 12.2 µM; Purified PLC-beta3, fluorogenic substrate; in the data active = inhibition above about 11%;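 also: 0% = median of compound wells on plate and 100% = full blocker control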
hcDAF12 agonist – H. contortus DAF-12 nuclear receptor activators, primary screen, cell-based, luminescence, HEK293, lit1-tk-luc reporter; actives 1.4% (n = 370,000); activation, % at 6.8 µM; HEK293 hcDAF-12 lit1-tk-luc reporter; 0% DMSO, 100% Δ7-dafachronic acid;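 active = activation above the mean of all tested compounds plus 3 SD, cut at about 5.5% in these data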;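 also: 100% = response to 3 µM Δ7-dafachronic acid high control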
ssDAF-12 act – S. stercoralis DAF-12 nuclear receptor activators, primary screen, cell-based, luminescence, HEK293, GRIP1 co-expression, lit1-tk-luc. Nuclear hormone receptor DAF-12 (Strongyloides stercoralis). HEK293 ssDAF-12/GRIP1 lit1-tk-luc reporter; % of 3 µM dafachronic acid response. activation, % at 6.8 µM. actives 1% (n = 370,000);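 active = activation above the mean over all tested compounds plus 3 SD, cut at about 0.9% in these data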;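 also: 0% = DMSO-only wells and 100% = 3 µM delta7-dafachronic acid wells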
DAX1 inh-1 – DAX1 (NR0B1) inhibitors, primary screen, cell-based, HEK293, Gal4-DAX1, luciferase luminescence. Nuclear receptor subfamily 0 group B member 1 (Homo sapiens), P51843. HEK293 Gal4-DAX1 luciferase reporter. inhibition, % at 6.75 µM. actives 0.99% (n = 340,000). AID 504766, 2011;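 active = inhibition above the mean over all tested compounds plus 3 SD, cut at about 4.2% in these data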;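 also: 0% = DAX1-transfected cells with DMSO and 100% = empty-vector control cells with DMSO; inhibition shows as a rise in luminescence from relieved DAX1 repression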
Target sequence (P51843 207-470 limits assumed): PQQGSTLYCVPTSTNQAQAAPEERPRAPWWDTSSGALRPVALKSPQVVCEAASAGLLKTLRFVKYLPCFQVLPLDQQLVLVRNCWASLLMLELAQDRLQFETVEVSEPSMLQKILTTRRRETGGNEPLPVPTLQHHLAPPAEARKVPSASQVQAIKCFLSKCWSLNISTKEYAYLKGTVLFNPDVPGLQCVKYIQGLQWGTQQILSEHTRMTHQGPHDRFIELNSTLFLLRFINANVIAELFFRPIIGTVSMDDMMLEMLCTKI
DAX1 inh-2 – DAX1 (NR0B1) inhibitors on StAR promoter, primary screen, cell-based, luminescence, SF-1 (NR5A1), full-length DAX-1; HEK293T StAR-luciferase reporter, SF-1/DAX-1 repression relief; inhibition, % at 6.8 µM; actives 1.1% (n = 370,000); AID 652010, 2013;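 active = inhibition above the mean over all tested compounds plus 3 SD, cut at about 3.6% in these data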;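 also: 0% = DAX-1 cells with DMSO and 100% = cells lacking DAX-1 with DMSO; higher inhibition means more luminescence from relief of DAX-1 repression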
SMARCA2 activ – SMARCA2 (BRM) function activators, primary screen, cell-based, luminescence, high throughput; MG213 cells, MMTV-luciferase reporter, dexamethasone, overnight; activation, % at 9.1 µM; actives 1% (n = 370,000); AID 652017, 2013; in the data active = activation above about 7.8%;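 also: 0% = vehicle wells and 100% = reference activator wells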
The depositor's hits bear a star; x = no result given.

SMILES	GAA850 FXN act	NR1D1 modulator	sPLA2-III inh	PG9 Ab binder	hgDAF-12 ag	PLCb3 inh	hcDAF12 agonist	ssDAF-12 act	DAX1 inh-1	DAX1 inh-2	SMARCA2 activ
COc1ccc2[nH]c3c(c2c1)CCN1C(=O)C(CC(=O)NCCc2ccccn2)C[C@H](C(=O)N2CCOCC2)[C@@]31CCC1CCCC1 (stereo partly drawn)	0.0	3.6	-0.1	-1.7	-2.1	2.4	-0.2	-1.7	-1.1	1.9	-4.0
COc1ccc(NC(=O)CCC(=O)NCCO)cc1	0.5	-1.9	0.8	-2.8	-1.8	0.7	1.0	-1.2	0.2	0.0	0.6
CN(C)CCCN(C(=O)c1ccc(S(=O)(=O)N2CCCC2)cc1)c1nc2ccc(Br)cc2s1	0.8	-4.7	-6.7	-0.6	-1.6	-2.4	-0.9	-1.1	0.2	-1.0	-2.2
CCC(=O)Nc1cccc(C2=NOC3(C2)C[C@H](C(N)=O)N(C(=O)c2ccc(Cl)cc2)C3)c1 (stereo partly drawn)	-1.4	4.0	-5.5	-0.2	-1.0	3.4	-1.7	-0.8	2.9	0.1	-2.0
O=C(Nc1cc2ccccc2oc1=O)c1ccccc1	-5.0	2.4	-1.2	-0.5	14.7*	-2.3	11.4*	0.5	x	1.9	2.5
CCOC(=O)C(C)Oc1cccc2c(=O)n(CC(=O)Nc3ccc(OCC)cc3)ccc12 (stereo not drawn)	0.3	-1.3	12.8	0.1	-0.8	-0.8	-0.9	-0.9	1.9	-2.3	-6.1
O=C(CN1CCC(C(=O)c2cccc(Cl)c2)CC1)Nc1ccc(C(=O)O)cc1	1.0	-6.3	1.9	-1.5	0.3	0.5	0.2	-0.5	0.3	0.1	-4.0
CCOc1ccc(NC(=O)c2ccc(CSc3nnc(C)s3)cc2)cc1	1.5	-1.0	-1.3	1.1	4.0	0.9	-1.4	-1.7	-0.3	0.5	-0.5
O=C(CSc1nc(-c2ccccc2)cc(C(F)(F)F)n1)N1CCOCC1	-3.0	-3.1	-1.1	-0.1	0.2	4.1	-0.2	-1.3	2.8	-0.4	-1.1
CCC1CCCCN1CCn1c(=S)[nH]c2cc(OC)c(OC)cc2c1=O (stereo not drawn)	-1.6	2.1	10.8	-0.5	0.8	-1.1	-0.9	-1.3	1.0	0.0	-3.2
Cc1ccc2c(c1)N(CC(=O)NC1CCC(C)CC1)C(=O)CO2 (stereo not drawn)	0.9	-6.6	-0.1	-4.0	1.5	2.9	0.5	-1.1	1.8	0.3	1.3
CC(C)C[C@@H](CSc1ccccc1)N1CCN(CCc2ccccc2)CCC1=O	1.4	-1.0	-11.8	-0.9	3.9	-0.2	0.2	-1.1	0.7	0.0	5.2
O=C(Nc1nc(=S)ss1)c1ccc(Cl)cc1Cl	-2.0	-0.1	3.7	2.7	0.0	-0.3	-1.2	-0.8	0.5	0.2	0.1
CC(C)C[C@H]1CN(CCCC[C@H]2CNC(=O)C(=O)N2Cc2ccccc2)C(=O)C(=O)N1CCC1CCCCC1	x	4.0	-0.1	1.5	0.5	1.3	-0.5	-0.4	x	-0.2	4.0
O=C(CCC1CCCC1)N=C1SC2CS(=O)(=O)CC2N1c1ccccc1F (stereo not drawn)	-0.2	-2.0	-0.7	0.4	1.8	-2.9	-0.5	-1.0	0.2	0.2	-0.5
COc1ccc(NC(=O)CSCC(=O)N(C)CC(=O)Nc2cccc3ccccc23)cc1	-0.3	0.0	-7.5	0.8	1.1	-0.4	1.9	-1.6	0.5	-1.2	-4.2
CC(=O)Nc1c(O)nc(SCC(=O)Nc2nnc(CC(C)C)s2)[nH]c1=O	2.2	-0.4	-1.3	1.1	0.6	2.1	0.6	-0.9	-0.1	0.3	-0.5
O=C(Nc1ccc(Cl)cn1)C1CCN(c2ncnc3c2nc2n3CCCCC2)CC1	-0.3	2.9	-9.5	-1.7	-0.1	-10.0	-2.7	-1.7	-1.2	-1.1	-4.9
C/C(=N\NS(=O)(=O)c1ccc([N+](=O)[O-])cc1)c1c[nH]c2ccccc12	0.1	-4.0	-0.2	-1.9	1.4	-7.0	10.6*	-0.3	0.6	-0.7	4.2
CN(C)C(=S)NC(=NCc1ccc([N+](=O)[O-])cc1)c1ccccc1	-0.2	-1.8	17.5	0.6	1.2	-5.3	2.6	-0.1	0.5	-0.5	-0.2
CC1=CC(c2ccccc2)=NS(=O)(=O)N1	0.7	-0.7	8.8	2.3	-1.4	-0.2	-0.1	-0.3	0.4	1.5	-0.1
Cc1ccc(CC(=O)NCCS(=O)c2ccc(C)cc2)cc1 (stereo not drawn)	0.9	-3.0	6.4	-0.4	-3.1	-1.7	-1.2	-0.4	0.6	-0.7	-5.4
CCOC(=O)C1CCN(C(=O)C(=O)Nc2ccc3nc4n(c(=O)c3c2)CCCCC4)CC1	1.2	0.9	18.6	0.3	-5.0	1.8	-0.2	-1.6	-0.1	0.5	-4.0
Cc1ccc(/C=C/C(=O)N(Cc2cccs2)C2CCS(=O)(=O)C2)cc1 (stereo not drawn)	1.4	-2.0	-8.8	-0.3	-0.8	-0.9	0.3	-1.7	x	-0.5	-0.9
Cc1ccc(NC(=O)c2cccc(OCc3c(C)noc3C)c2)cc1	3.0	-0.9	-1.1	0.6	0.7	0.2	-1.6	-1.0	0.2	-0.9	2.1
Cc1ccccc1-c1nc(CS(=O)CC(=O)NCCCN(C)c2ccccc2)c(C)o1 (stereo not drawn)	-0.5	-1.8	-6.0	-0.4	1.1	-2.8	-1.5	-1.3	0.1	0.2	-0.8
COc1cc(-c2c(C(=O)c3ccccc3)[nH]c(N)c2C(=O)NCCc2c[nH]c3ccccc23)ccc1F	x	3.0	-37.8	0.9	-2.3	-7.7	-0.5	-1.0	x	-0.8	2.1
CCOC1=C2CN(S(=O)(=O)c3ccc(C)cc3)C(c3cccc(Cl)c3)CC2N(S(=O)(=O)c2ccc(Cl)cc2)C(c2ccccc2)C1 (stereo not drawn)	x	3.9	3.5	1.2	-1.4	2.6	0.1	-0.7	x	1.6	0.7
O=[N+]([O-])c1cc(/C=N/N2CCOCC2)cs1	1.4	1.4	2.0	-2.3	1.2	2.1	0.7	-0.4	0.6	0.3	-1.5
COc1ccc(NC(=O)c2ccc(NC(=O)c3ccncc3)cc2)cc1	-0.8	3.3	0.5	2.3	0.6	-6.7	1.1	-1.4	2.1	0.0	-1.5
Cc1ncc(N=Nc2ccccc2)c(-c2ccccc2)n1	-0.4	x	4.3	1.0	-4.0	-2.8	0.2	-1.5	0.3	-0.5	2.8
O=C1CCC([N+](=O)[O-])C(c2cc(Br)ccc2F)N1 (stereo not drawn)	0.8	-0.2	-6.0	-1.9	0.3	-6.2	-1.2	-1.2	0.8	0.1	-2.6
Cc1ccc(C(O)c2ccc(-n3ccnc3)cc2)cc1 (stereo not drawn)	-0.9	3.1	0.3	-0.3	-1.3	-7.0	-1.4	-0.7	-1.3	0.1	-4.4
CCc1ccc(/C=C2\Oc3cc(OC(=O)N4CCOCC4)ccc3C2=O)cc1	1.0	-9.3	3.1	1.6	-1.9	-16.4	0.1	-1.0	-0.1	-0.4	-3.3
COc1cccc(CN2C(=O)C3(C(C#N)=C(N)OC4=C3C(=O)CCC4)c3ccccc32)c1 (stereo not drawn)	-0.5	2.2	-4.0	-1.6	-0.5	0.5	0.1	-1.7	-0.8	-0.1	1.4
CCOC(=O)C1CCN(Cc2cccc(OC)c2)CC1	0.8	2.3	-0.7	-1.6	0.6	0.5	1.7	-0.7	-0.2	-0.3	0.6
O=c1c2c([nH]n1-c1ccccc1)CCSC2	0.1	2.0	-3.2	-1.9	2.7	-4.1	-0.7	-1.4	0.5	-0.4	-1.2
O=C(Nc1cccc(Cl)c1N1CCOCC1)c1ccc(Br)o1	0.8	-5.9	-2.8	-0.1	0.0	-6.6	-0.4	-1.2	0.3	-1.4	1.2
CCCC1CCC2(CC1)CCC2OC(=S)Nc1ccccc1 (stereo not drawn)	x	4.9	-2.8	x	1.2	1.2	-1.7	-1.4	x	x	x
O=C(NCCCN1CCOCC1)C1CCN(S(=O)(=O)c2c(Cl)cccc2Cl)CC1	1.2	-7.8	-4.1	1.5	0.9	-2.8	0.3	-0.8	0.1	1.3	-0.7
O=C(c1ccco1)[C@@H]1[C@@H]2C(=O)N(c3ccc(F)cc3)C(=O)[C@@H]2[C@H]2C=Cc3ccccc3N21	-3.2	4.5	-17.2	-2.1	2.6	-36.7	2.3	-0.9	-1.0	0.2	0.8
CC(Sc1nnc(COc2ccc([N+](=O)[O-])cc2)n1C)C(=O)O (stereo not drawn)	1.9	0.5	5.0	-0.8	-1.6	-4.2	0.2	-1.3	1.0	0.5	-3.3
COc1ccc(C(C)C)cc1-c1ccc2nncn2c1	1.3	-2.6	9.7	-0.8	0.3	-9.3	1.9	-0.6	x	-1.7	0.5
N#Cc1ccc(COC(=O)CCc2c[nH]c3ccccc23)cc1	-0.5	2.8	-74.6	1.9	-2.2	-7.7	1.9	-1.3	-0.5	-0.4	-1.2
CN1C(=O)NC(c2ccc(O)cc2)C(C(=O)c2cccs2)C1(O)C(F)(F)F (stereo not drawn)	0.7	0.6	0.1	-2.4	3.4	1.1	1.5	-0.5	-0.3	0.9	3.0
CCOc1ccccc1NC(=O)c1ccc2nc[nH]c2c1	-1.3	-8.2	-8.9	-3.8	0.5	-1.6	-2.0	-1.5	4.4*	-0.2	0.4
Cc1ncc(C[n+]2csc(CCOC(=O)C34CC5CC(CC(C5)C3)C4)c2C)c(N)n1	0.9	1.5	4.8	-2.4	-0.2	-3.7	1.5	0.2	1.3	-0.2	-2.7

In a second layout: 2 of the compounds above
structure | GAA850 FXN act | NR1D1 modulator | sPLA2-III inh | PG9 Ab binder | hgDAF-12 ag | PLCb3 inh | hcDAF12 agonist | ssDAF-12 act | DAX1 inh-1 | DAX1 inh-2 | SMARCA2 activ
COc1ccc(C(C)C)cc1-c1ccc2nncn2c1 | 1.3 | -2.6 | 9.7 | -0.8 | 0.3 | -9.3 | 1.9 | -0.6 | x | -1.7 | 0.5
N#Cc1ccc(COC(=O)CCc2c[nH]c3ccccc23)cc1 | -0.5 | 2.8 | -74.6 | 1.9 | -2.2 | -7.7 | 1.9 | -1.3 | -0.5 | -0.4 | -1.2
